M. tuberculosis GlmU: inhibition of mycobacterial GlmU enzyme – biochemical, glucosamine-1-phosphate acetyltransferase (AID 1376); inhibition, %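 (tested at 30 µM in the primary screen)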; hits with a dose series show IC50 in µM; 220,000 tested, 0.25% active; M. tuberculosis GlmU acetyltransferase enzyme assay; higher % means a stronger effect; in the data active = inhibition above about 13%; inconclusive = no clear call, values can overlap the other calls;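 note: 0% = complete reaction with vehicle and 100% = reaction without substrate; strong numbers were not always called active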
Mtb RmlCD inh: M. tuberculosis RmlC/RmlD coupled enzyme inhibitors, primary screen, biochemical, compound mixtures, 384-well, from 1536-well plates | 160,000 tested, 0.03% active | dTDP-4-dehydrorhamnose reductase (Mycobacterium tuberculosis (strain ATCC 25618 / H37Rv)) … | RmlC+RmlD coupled enzyme assay, percent inhibition; primary screen in compound mixtures | inhibition, % at 3.6 µM; in the data active = inhibition mostly above about 34%, no sharp cut-off; inconclusive = no clear call, values can overlap the other calls; inactive = mostly below about 22%; note: some results filed as inactive read as strong as hits
Target sequence (P9WH09 whole entry, looked up): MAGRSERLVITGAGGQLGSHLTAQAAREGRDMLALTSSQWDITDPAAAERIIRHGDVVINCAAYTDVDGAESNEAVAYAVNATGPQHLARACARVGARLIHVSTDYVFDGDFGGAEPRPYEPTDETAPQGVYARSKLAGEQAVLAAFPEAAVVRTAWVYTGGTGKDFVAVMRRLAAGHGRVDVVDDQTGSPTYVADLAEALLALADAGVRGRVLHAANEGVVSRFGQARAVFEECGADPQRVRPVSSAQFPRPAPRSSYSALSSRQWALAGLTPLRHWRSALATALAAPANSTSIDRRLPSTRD
Target sequence (P9WH11 whole entry, looked up): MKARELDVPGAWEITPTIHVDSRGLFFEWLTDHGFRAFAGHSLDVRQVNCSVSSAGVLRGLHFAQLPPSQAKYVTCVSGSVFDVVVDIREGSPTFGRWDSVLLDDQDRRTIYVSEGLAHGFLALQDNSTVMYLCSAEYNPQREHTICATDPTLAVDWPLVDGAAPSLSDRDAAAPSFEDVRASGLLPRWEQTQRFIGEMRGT
Numbers without * were called inactive; u = inconclusive; x = no result given; & = joins results of further samples. This is a subset (hit frequency here may not be typical).

SMILES	M. tuberculosis GlmU	Mtb RmlCD inh
CC(=O)c1c(C)nn(CC(O)COc2ccc3c(c2)CCC3)c1C (stereo unspecified)	-1.5%	-9.9
c1ccc(-c2cc3n(c2)CCc2ccccc2-3)cc1	3.2%	x
COC(=O)c1cc(OC)c(OC)cc1NC(=O)c1ccc(OC)c(OC)c1	-12.0%	x
CCN(CC)CCOCCOC(=O)C1(c2ccccc2)CCCC1	0.3%	x
Cc1ccccc1NC(=O)CSc1ccsc1[N+](=O)[O-]	7.4%	-15.8
COCCN(CCOC)S(=O)(=O)c1ccc(C(=O)Nc2ccc(S(=O)(=O)Nc3nccc(C)n3)cc2)cc1	-2.4%	3.1
COc1cccc(/C=C/C(=O)Nc2cccc(C(C)=O)c2)c1OC	5.0%	7.5
Cc1cc(/C=N/n2cnnc2)c(C)n1-c1ccc(OCc2ccc(Cl)cc2Cl)cc1	4.6%	28.3
CCOC(=O)CNS(=O)(=O)CCN1C(=O)c2ccccc2C1=O	0.4%	-7.3
Cc1ccc(S(=O)(=O)N(CC(=O)Nc2ccccc2C(=O)O)c2ccccc2C)cc1	-3.1%	-16.1

Three entries from above, as a markdown table.
| molecule | M. tuberculosis GlmU | Mtb RmlCD inh |
| --- | --- | --- |
| Cc1ccccc1NC(=O)CSc1ccsc1[N+](=O)[O-] | 7.4% | -15.8 |
| Cc1ccc(S(=O)(=O)N(CC(=O)Nc2ccccc2C(=O)O)c2ccccc2C)cc1 | -3.1% | -16.1 |
| COC(=O)c1cc(OC)c(OC)cc1NC(=O)c1ccc(OC)c(OC)c1 | -12.0% | x |

New compounds follow:
SMILES	M. tuberculosis GlmU	Mtb RmlCD inh
O=Cc1ccc(N2CCCCCC2)cc1	1.7%	5.2
C=CCN(CC=C)Cc1c(C)[nH]c2ccc(C(=O)OCC)cc2c1=O	-0.1%	3.0
CC(C)c1nc2ccccc2n1CC(O)COC1CCCCC1 (stereo unspecified)	1.9%	4.7
Clc1ccc(C2=NN(c3ccccc3)C(c3ccco3)C2)cc1 (stereo unspecified)	-4.6%	1.3
NC(=O)c1ccc(OCC(F)(F)C(F)(F)C(F)(F)C(F)(F)C(F)(F)C(F)F)cc1	0.9%	-6.0
CCCNC(=O)CN1C(=O)NC2(CCCc3cc(OC)ccc32)C1=O (stereo unspecified)	-1.1%	x
COc1ccc(-n2nc3c(=O)[nH][nH]c3cc2=O)cc1	4.0%	-5.2
Cn1c(=O)cc(OCC(=O)NCc2ccccn2)c2ccccc21	-1.6%	12.8
COC(=O)c1ccc(NC(=S)NCCC2=CCCCC2)cc1	-1.3%	-5.9
COc1ccc(OCC(=O)N/N=C/c2ccc(O[C@@H]3O[C@H](CO)[C@@H](O)[C@H](O)[C@H]3O)cc2)cc1	-0.6%	-4.8
Cc1c(CN2CCCC(CO)(Cc3cccc(Cl)c3)C2)cnn1C (stereo unspecified)	3.1%	1.4
CCOC(=O)c1[nH]c(COC(=O)C2CC(=O)N(Cc3ccccc3)C2)c(C(=O)OCC)c1C (stereo unspecified)	-2.8%	x
Cc1cc(C)n(-c2nc3ccccc3nc2Nc2ccc(CC(=O)O)cc2)n1	1.6%	7.8
COc1ccc(S(=O)(=O)N(C(=O)c2ccncc2)c2ccc3oc4c(c3c2)CCCC4)cc1	-2.4%	-10.9
COc1cc(-n2c(=O)c3ccccc3n(CC(=O)c3ccc(Br)cc3)c2=O)cc(OC)c1OC	-1.7%	2.7
CCOC(=O)CCC(=O)N1CCOCCN(C(=O)CCC(=O)OCC)CCOCC1	5.7%	x
Cc1ccc(Cc2c(C)nc3nc(SCC(=O)N4CCC5(CC4)OCCO5)nn3c2C)cc1	-1.4%	2.0
O=C(c1nc2ccccn2c1CNCCn1ccc2ccccc21)N1CCOCC1	-1.1%	x
Cc1cccc(C(=O)N/N=C/c2ccc(OC3CSC3)cc2)c1	7.4%	-11.7
Cc1nonc1OCCNCc1c(C(=O)N2CCCCCCC2)nc2ccc(Cl)cn12	-2.0%	-9.8

Complete entries from above. Values in the order: M. tuberculosis GlmU | Mtb RmlCD inh
Listed for COCCN(CCOC)S(=O)(=O)c1ccc(C(=O)Nc2ccc(S(=O)(=O)Nc3nccc(C)n3)cc2)cc1 = -2.4% | 3.1
Listed for CCOC(=O)c1[nH]c(COC(=O)C2CC(=O)N(Cc3ccccc3)C2)c(C(=O)OCC)c1C (stereo unspecified) = -2.8% | x
Listed for CCOC(=O)CNS(=O)(=O)CCN1C(=O)c2ccccc2C1=O = 0.4% | -7.3
Listed for COC(=O)c1cc(OC)c(OC)cc1NC(=O)c1ccc(OC)c(OC)c1 = -12.0% | x
Listed for COc1ccc(-n2nc3c(=O)[nH][nH]c3cc2=O)cc1 = 4.0% | -5.2

Further compounds
SMILES	M. tuberculosis GlmU	Mtb RmlCD inh
CN(Cc1nc(-c2cnccn2)no1)CC1CCN(Cc2ccccc2)CC1	-2.0%	5.2
Cc1ccc(-c2nc(C)sc2CC(=O)Nc2nnc(C)s2)cc1	-1.2%	-18.9
COc1ccc(NC(=O)c2c(-c3ccccc3)noc2C)c(OC)c1	0.8%	51.1
CCOc1ncccc1C(=O)OCC(=O)N1CCN(S(=O)(=O)c2ccccc2)CC1	6.9%	3.0
CCC(C)NS(=O)(=O)c1ccc(NC(=O)CCC2CCCCC2)cc1 (stereo unspecified)	0.6%	x
Cc1cc(N=NC(=O)c2ccccc2)ccc1O	1.4%	10.7
O=C(Cn1cc(SCc2ccccc2Cl)c2ccccc21)N1CCOCC1	-2.0%	3.4
COc1ccc(NC(=O)COc2ccc(/C=N/O)cc2OC)cc1	0.3%	7.2
CC(C)CCNC(=O)NC(=O)CN1C(=O)NC2(CCCCC2)C1=O	-8.6%	1.1
C=CCc1cc(Cl)ccc1OCCCNC(C)C	-2.9%	9.3
CCCC(O)(c1ccc(OC)cc1)C(CN1CCOCC1)c1ccccc1 (stereo unspecified)	-6.4%	-8.6
O=C(NCc1ccccn1)c1ccccc1-c1ccccc1	-7.2%	4.4
Cn1c(=O)c2c(nc(CN3CCOCC3)n2CCN2CCOCC2)n(C)c1=O	1.9%	8.9
O=C(O)CCCNc1n[nH]c(=O)[nH]c1=O	0.5%	-1.6
NC(=O)c1ccc(NC(=O)COC(=O)c2ccccc2Nc2ccccc2)cc1	-2.5%	-10.0
CC(=O)Nc1ccc(Oc2ncccn2)cc1	0.8%	13.2
COc1cc2c(C(=O)N3CCCc4ccccc43)cn(C)c(=O)c2cc1OC	6.8%	35.9
COc1cccc(NC(=S)N(CCCN2CCN(C)CC2)Cc2ccco2)c1	-5.8%	-6.0
Cc1nn(-c2ccccc2)c(CC(C)(C)C(=O)O)c1C(=O)O	-1.1%	11.7
CCCCCOC(=O)C1=C(C)Nc2ncnn2C1c1cccs1 (stereo unspecified)	4.7%	-3.1
COc1ccc2ccccc2c1/C=N/NC(=O)c1cccc(Br)c1	-3.7%	2.9
Cc1ccccc1NC(=O)N1C2CCC1CC(O)(c1cccnc1)C2 (stereo unspecified)	-3.5%	16.8
Cc1c(C)c(C)c(/C=[N+](/C)[O-])c(C)c1C	-4.4%	-11.4
CCN1CCN(Cc2ccc(C)cc2)CC1	-1.1%	-6.5
CCOC(=O)c1c(NC(=O)CCC(=O)NCc2ccco2)sc2c1CCCC2	3.0%	1.9
O=S(=O)(/N=C(/Nc1ccc(F)cc1F)c1ccc(Cl)cc1)c1ccccc1	0.6%	-1.2
COc1ccc(S(=O)(=O)N(CC(=O)NCc2ccco2)C2CCCCC2)cc1OC	1.5%	-2.0
C(=C\N1CCCCCC1)/c1nnnn1-c1ccc(-c2ccccc2)cc1	-7.3%	1.1
COc1ccc(-n2c(SCC(=O)Nc3ccccc3)nc(O)cc2=O)cc1	2.5%	-6.6
C/C(=N\NC(=O)c1ccc(Cl)cc1)c1ccc(Br)s1	-2.0%	x
CC(C(=O)N1CCc2ccccc21)N1CCc2ccccc2C1 (stereo unspecified)	2.2%	x
COc1ccc(/C=N/NC(=O)CCn2c3ccccc3c3ccccc32)cc1OC	-0.2%	x
Clc1ccc2nc(CSCc3ccccc3)cn2c1	-2.5%	-7.0
Cc1cc2cc(CNC(=O)c3cc4ccccc4o3)ccc2n1C	4.9%	-6.9
CN(C(=O)C1CCOC1)c1nnc(-c2ccncc2)s1 (stereo unspecified)	1.5%	-6.8
OCCC1CN(Cc2nc3ccccc3[nH]2)CCN1C1CCCC1 (stereo unspecified)	-3.0%	-0.6
Cc1ccc(S(=O)(=O)CCC(=O)N2CCN(c3ccc(Cl)cc3)CC2)cc1	2.7%	x
CC(C)C(=O)NC(=S)Nc1c(Cl)ccc2nsnc12	3.9%	6.0
Cc1cc2c([nH]c3ccccc32)c2c1OC(C)(C)C=C2	-1.5%	x
Cc1ccc(-c2cc(-c3ccccc3)no2)c(O)c1	-0.9%	10.1
CO/N=C(\Cn1ncc(N2CCOCC2)c(Br)c1=O)c1ccc(Cl)cc1	0.9%	-7.1
Cc1cc2c(c(=O)n1CC1CCCO1)C(c1ccco1)C(C#N)=C(N)O2 (stereo unspecified)	2.1%	10.6
CCOc1cccc2sc(N(CCCN(C)C)C(=O)Cc3ccccc3)nc12	-6.1%	6.3
CCOc1ccccc1/C=N/NC(=O)CNC(=O)c1ccc(S(=O)(=O)N2CCOCC2)cc1	0.5%	-4.3
CCOC(=O)Cc1nnn(CC(=O)OCC)n1	-1.4%	-3.8
CCOc1ccc(/C=C2\SC(=S)N(N3C(=O)C4CC4C3=O)C2=O)cc1 (stereo unspecified)	3.0%	-2.8
COc1ccc(N(CC(=O)NCCSc2ccccc2)S(C)(=O)=O)cc1	4.8%	11.3
N#C/C(C(=O)c1ccccc1)=C1/CCCCCN1	-2.4%	x
COc1ccccc1N1CCN(C(=O)Nc2ccc(F)c(Cl)c2)CC1	-0.2%	8.3
CCOC(=O)c1ccc(NC=C2C(=O)OC3(CCCCC3)OC2=O)cc1	0.1%	x
Later entries.
SMILES	M. tuberculosis GlmU	Mtb RmlCD inh
CC(=O)Oc1ccc(NC(=O)C2CCCCC2)c(C(=O)O)c1	-4.1%	-1.6
CC1=NN(c2cccc(Cl)c2)C(=O)C1	1.7%	x
CCOC(=O)c1ccc(-n2c(=O)[nH]c3ccccc3c2=O)cc1	-0.5%	-2.8
Cc1c(C(=O)O)oc2c1ccc1ccccc12	0.7%	x
N#CCCn1cc(/C=C(\C#N)c2nc3ccccc3s2)c(-c2ccc(F)cc2)n1	3.7%	3.1
Cn1ncc(C#N)c1/N=C/N(Cc1ccccc1)Cc1ccccc1	-0.5%	x
Cc1cc(=O)n2nc(N3CCCC(C(=O)NCCC4=CCCCC4)C3)sc2n1 (stereo unspecified)	-1.7%	-11.4
Cc1cccc(NC(=O)Cc2coc3ccc4ccccc4c23)n1	4.0%	9.0
CC(=O)C1=C(C)NC(=O)NC1c1ccccc1 (stereo unspecified)	8.5%	x
Cc1cc(NC(=O)CCC2CCCCC2)no1	2.6%	x
CCc1nnc(NS(=O)(=O)c2ccc(NC(=S)NC(=O)c3ccc(Br)cc3)cc2)s1	-1.0%	-2.9
O=C(NC1CCCC1)C1CCC(CNS(=O)(=O)c2cccs2)CC1 (stereo unspecified)	1.8%	x
CCOC(=O)c1ccc(NC(=O)CCOc2ccccc2)cc1	1.0%	x
CCOc1cc(N2CCOCC2)c(OCC)cc1NC(=O)c1ccc(OCc2c(C)noc2C)c(OC)c1	1.1%	x
O=C(Nc1ccccc1)N1C(=O)C2(OCCO2)c2ccccc21	-2.3%	-5.8
O=C(Nc1nnc(C2CC2)s1)c1cccc(S(=O)(=O)N2CCc3ccccc32)c1	4.0%	x
c1ccc2c(-c3cc(C4CCNCC4)[nH]n3)cccc2c1	-1.4%	-10.1
C=CCSc1ccsc1C(=O)O	-3.7%	x
COc1ccnc(Oc2ccc(F)cc2)c1-c1ncn[nH]1	3.2%	-9.9
CCOC1=NN(c2ccccc2)C(=O)/C1=C\N(C)C	x	7.2
CCC(CC)NCCOC(=O)c1ccc([N+](=O)[O-])cc1	4.7%	-12.4
COc1ccc(CNC(=O)Cn2cc([N+](=O)[O-])nc2C)cc1	4.5%	12.7
O=C(NCc1nc2ccccc2[nH]1)c1c(F)c(F)c(F)c(F)c1F	-1.4%	0.2
COCCn1c(N)c(C(=O)Nc2sc3c(c2C(=O)OC)CCCC3)c2nc3ccccc3nc21	1.4%&-2.8%	7.7
CC(C)CNC(=S)NC(=O)c1ccccc1Cl	3.6%	-4.3
Cc1ccc(CN2[C@@H](CC(C)C)COCCS2(=O)=O)cc1	4.4%	x
COC(=O)n1c(=O)oc2ccc(S(=O)(=O)N3CCCCC3)cc21	-2.8%	6.1
O=C(NCc1csc(-c2ccccc2)n1)c1ccco1	10.0%	12.1
O=C(CSc1n[nH]c(-c2ccccc2)n1)Nc1ccc(Br)cn1	0.4%	x
Cc1noc(C)c1CSc1nnc(-c2ccncc2)n1-c1cccc(Cl)c1C	1.5%	-0.3
COc1ccc(C(=O)NCc2ccc3[nH]c(C)cc3c2)cc1OC	2.8%	4.8
CC1CCc2sc(NC(=S)NC(=O)c3ccccc3)c(C#N)c2C1 (stereo unspecified)	1.6%	5.5
CCOc1ccccc1C(=O)N/N=C/c1cccc2cccnc12	4.3%	-3.6
Cn1c(SCC(=O)Nc2ccc3nc(SCC(=O)N4CCCC4)sc3c2)nnc1-c1ccccc1	-0.3%	-12.5
CN(C)C(=O)[C@@H]1C[C@H]1[C@@H](NC(=O)OCc1ccccc1)c1ccccc1	-1.6%	x
O=c1c2ccccc2nnn1CSc1ccccc1	-0.1%	u
O=C(CCCN1C(=O)c2ccccc2C1=O)NCC1CCCO1 (stereo unspecified)	-0.1%	10.9
C=CCSC1=C(C#N)C(c2ccccc2Cl)CC(=O)N1 (stereo unspecified)	1.2%	2.1
